FBA Mtb inh – Mtb fructose-bisphosphate aldolase inhibition; purified M. tuberculosis FBA, fluorescence read-out; P9WQA3; 2.3% of 360,000 active; inhibition, % at 1 µM; in the data active = inhibition above about 27%;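 note: 0% = vehicle and 100% = reference inhibitor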
FadD28 FP inh – inhibitors of Mycobacterium tuberculosis FadD28 bisubstrate binding; 0.22% of 360,000 active; AID 588549; FadD28 bisubstrate probe binding, fluorescence polarization; inhibition, % at 12.5 µM; in the data active = inhibition above about 8.5%, passing the limit was not always enough
Mtb UGM inh – Mtb UDP-galactopyranose mutase inhibition. 0.06% of 320,000 active. purified UGM, fluorescence polarization probe displacement. P9WIQ1. inhibition, % at 10 µM; in the data active = inhibition above about 10%, passing the limit was not always enough
TcdB inh – blocks C. difficile toxin B glycohydrolase activity; P18177; TcdB glycohydrolase enzymatic assay, plate reader; inhibition, % at 9.99 µM; 0.24% of 350,000 active; AID 652162; in the data active = inhibition above about 10%
The depositor's hits bear a star; . = not tested or not shown.

Order of values – FBA Mtb inh	FadD28 FP inh	Mtb UGM inh	TcdB inh
Cc1ccc(/C=C2/C(=O)NC(=O)N(Cc3ccc(F)cc3)C2=O)o1
→ .	.	2.7	1.2
CN1CCN(CC(=O)N/N=C\c2c[nH]c3ccccc23)CC1
→ .	.	-1.2	-0.8
Cc1ccc2c(c1)-n1c(nc3ccccc3c1=O)C(Cc1ccccc1)NC2=O (centres undefined)
→ .	.	-1.8	2.5
CCCCCCN(C(=O)CCCCCN1C(=O)NC(c2ccc(-c3ccccc3)cc2)C(C(=O)OCc2ccccc2)=C1C)C(C(=O)NCCCC)c1ccc(OCC(=O)OC)c(C(=O)OC)c1 (centres undefined)
→ .	.	-1.0	0.4
COc1ccc(/C=C/C(=O)OCC(=O)Nc2cc3oc4ccccc4c3cc2OC)cc1
→ .	.	-1.4	0.0
Cc1cc(C(=O)CCl)c(C)n1CCc1ccccc1
→ .	.	-0.7	0.2
CC12C(=O)N(c3ccc(C(=O)N4CCOCC4)cc3)C(=O)C1C1c3ccccc3C2c2ccccc21 (centres undefined)
→ .	.	1.2	3.4
COC(=O)CCC(=O)OC1(C)C(=O)C2=CN(C(CO)CO)C(c3ccc(OC)cc3)=CC2=C(Br)C1=O (centres undefined)
→ .	.	-1.2	-2.1
Cc1cc(C)cc(NC(=O)CSc2ncc(S(=O)(=O)c3ccccc3)c(=O)[nH]2)c1
→ .	.	3.5	-0.5
COC(=O)c1cc(=O)n(Cc2ccccc2)c(=NCc2ccccc2)s1
→ .	.	-3.6	-4.4
CC1=NNC(=O)C1CCC(=O)N/N=C/c1ccc(C)cc1 (centres undefined)
→ .	.	3.5	1.5
COc1ccc(OC)c(CNC(=O)c2cc(=O)[nH]c3ccc(S(=O)(=O)N4CCCC4)cc23)c1
→ .	.	0.4	2.3
Cc1c(Cl)cccc1NC(=O)C1CCCCC1
→ .	.	-1.2	0.0
COC(=O)Cc1[nH]c(Cl)nc1C(N)=O
→ .	.	2.1	1.5
CC(C)(C)c1ccc(OC(=O)c2ccc(-n3cncn3)nc2)cc1
→ .	.	-3.5	0.5

Structures from the list above with an aryl methoxy group, in the order listed:
Order of values – FBA Mtb inh	FadD28 FP inh	Mtb UGM inh	TcdB inh
COc1ccc(/C=C/C(=O)OCC(=O)Nc2cc3oc4ccccc4c3cc2OC)cc1
→ .	.	-1.4	0.0
COC(=O)CCC(=O)OC1(C)C(=O)C2=CN(C(CO)CO)C(c3ccc(OC)cc3)=CC2=C(Br)C1=O (centres undefined)
→ .	.	-1.2	-2.1
COc1ccc(OC)c(CNC(=O)c2cc(=O)[nH]c3ccc(S(=O)(=O)N4CCCC4)cc23)c1
→ .	.	0.4	2.3

Molecules listed so far that contain an NH in an aromatic ring (four):
Order of values – FBA Mtb inh	FadD28 FP inh	Mtb UGM inh	TcdB inh
CN1CCN(CC(=O)N/N=C\c2c[nH]c3ccccc23)CC1
→ .	.	-1.2	-0.8
Cc1cc(C)cc(NC(=O)CSc2ncc(S(=O)(=O)c3ccccc3)c(=O)[nH]2)c1
→ .	.	3.5	-0.5
COc1ccc(OC)c(CNC(=O)c2cc(=O)[nH]c3ccc(S(=O)(=O)N4CCCC4)cc23)c1
→ .	.	0.4	2.3
COC(=O)Cc1[nH]c(Cl)nc1C(N)=O
→ .	.	2.1	1.5

Further records follow.
Order of values – FBA Mtb inh	FadD28 FP inh	Mtb UGM inh	TcdB inh
CC(=O)c1cccc(OCC(=O)N(C)CC(=O)Nc2ccc(F)cc2)c1
→ .	.	-1.5	2.0
CC(=O)Nc1ccc(SC[C@H](c2ccccc2)N2CCN(CCc3ccccc3)CCC2=O)cc1
→ .	.	0.3	-0.1
Cc1ccc(N2NC3(CCN(C(N)=O)CC3)NC2=O)cc1
→ .	.	2.1	-11.9
COc1cc(-c2c(-c3cc(OC)c(OC)c(OC)c3)noc2C)ccc1F
→ .	.	-0.5	4.1
CCOC(=O)C1=C(C)N(CCCC(=O)NCc2ccc3c(c2)OCO3)C(=O)NC1c1ccc(Br)cc1 (centres undefined)
→ .	.	-1.1	-0.4
CCn1cnc2sc(C(=O)N3CCN(Cc4ccc5c(c4)OCO5)CC3)c(C)c2c1=O
→ .	.	0.8	0.9
CCOC(=O)c1ccc(NC(=O)c2c(NCc3ccccc3)[nH]c(=O)[nH]c2=O)cc1
→ .	.	-2.6	0.1
COC(=O)c1c(C)[nH]c(C(=O)N2CCN(c3ccc(OC)cc3)CC2)c1C
→ .	.	1.0	1.0
COC(=O)C1=C(C)N(CC2CC2)C(=O)N[C@H]1c1ccc(Br)cc1
→ .	.	-0.3	-0.8
COc1cc(NS(=O)(=O)c2ccc(NC(=O)c3ccc(S(=O)(=O)N4CCCC4)cc3)cc2)ncn1
→ .	.	-1.2	2.0
NC(=O)CC1NC(=O)c2cc([N+](=O)[O-])cc(I)c2OCCC(C(N)=O)NC(=O)[C@@H]2CCCN2C1=O (some centres undefined)
→ .	.	4.0	1.7
Cc1ccccc1OCC(=O)NCC(=O)N/N=C/c1cccc([N+](=O)[O-])c1
→ .	.	2.7	1.0
COc1ccc(CCC(=O)Nc2sccc2C#N)cc1
→ .	.	-0.8	1.2
CC1CCCC(C)N1/N=C/c1cc(Br)c(O)c(Br)c1 (centres undefined)
→ .	.	1.3	-0.5
Cc1ccc(S(=O)(=O)N2CCC(=O)N(CCOC(=O)NCc3ccccc3)CC2)cc1
→ .	.	1.6	0.9
O=C(CSc1nc(-c2ccccc2F)nc2nc[nH]c12)Nc1c(Cl)cc(Cl)cc1Cl
→ .	.	0.3	0.8
COc1ccc(OC)c(CC(NC(C)=O)C(=O)NC2CCN(c3cc(C)nc4ncnn34)CC2)c1 (centres undefined)
→ .	.	-0.4	1.6
COc1ccc(C2CC(c3cccs3)=NN2c2ccc(C=O)cc2)cc1 (centres undefined)
→ .	.	9.7	0.4
O=C(O)c1cc(-c2ccccc2)nc2nc(N3CCCCC3)sc12
→ .	.	1.8	-0.3
COc1ccc(CCN=C(NS(=O)(=O)c2ccc(Cl)cc2)c2ccccc2)cc1
→ .	.	-0.5	0.1
CN1C(=O)NC(=O)/C(=C/c2ccc([N+](=O)[O-])o2)C1=O
→ .	.	1.1	1.8
CN1CCCC1CCNc1ccc2oc3ccccc3c(=O)c2c1 (centres undefined)
→ .	.	-0.7	1.1
O=C(N/N=C/c1ccco1)c1cc(C2CC2)nc2ccccc12
→ .	.	-0.8	-0.3
O=C(CSc1cccc[n+]1[O-])Nc1ccc(N2CCOCC2)cc1
→ .	.	0.3	1.5
O=C1N[C@@H](Cc2ccccc2)C(=O)N2[C@@H]1C[C@]1(Br)c3ccccc3N(S(=O)(=O)c3ccccc3)[C@H]21
→ .	.	-1.6	1.9
CCCCn1c(=O)[nH]c(=O)c2c1nc(-c1ccc(-c3ccc(F)cc3)o1)n2C
→ .	.	1.7	0.4
O=C(Nc1ccc(-c2nnn(CC(=O)N3CCN(C(=O)c4ccco4)CC3)n2)cc1)c1ccccc1F
→ .	.	-1.0	0.9
CC1=C(C(=O)OCc2ccccc2)C(c2ccc(-c3ccccc3)cc2)NC(=O)N1CCCC(=O)O (centres undefined)
→ .	.	2.0	-2.7
O=C1/C(=C/c2cccs2)SC(=S)N1C1CCS(=O)(=O)C1 (centres undefined)
→ .	.	-1.7	0.5
C[C@@H]1NC(=O)[C@H](CC(N)=O)NC(=O)c2cc([N+](=O)[O-])cc(I)c2OCC[C@@H](C(=O)NC(CC(=O)O)C(N)=O)NC1=O (some centres undefined)
→ .	.	3.5	-4.1

Profiles, looked up by structure. Order of screens: FBA Mtb inh | FadD28 FP inh | Mtb UGM inh | TcdB inh
Shown for `CN1C(=O)NC(=O)/C(=C/c2ccc([N+](=O)[O-])o2)C1=O` → . | . | 1.1 | 1.8
Shown for `O=C(Nc1ccc(-c2nnn(CC(=O)N3CCN(C(=O)c4ccco4)CC3)n2)cc1)c1ccccc1F` → . | . | -1.0 | 0.9

Following part
Order of values – FBA Mtb inh	FadD28 FP inh	Mtb UGM inh	TcdB inh
COc1ccccc1CNC(=O)c1cn(C)c2ccc(S(=O)(=O)N3CCCCC3)cc2c1=O
→ .	.	-2.7	0.2
O=c1nc2n(Cc3ccccc3)c3ccccc3cc-2c(=O)[nH]1
→ .	.	2.9	0.8
C[C@@H]1C=CC(=O)O[C@@H]1c1ccc(Cl)cc1
→ .	.	0.5	1.2
Cc1nnc(NC(=O)c2csc3c2CCCC3)s1
→ .	.	0.0	2.3
O=C(CC1Sc2ncnn2C1=O)Nc1ccc(Cl)cc1 (centres undefined)
→ .	.	-0.2	1.6
O=C(CNC(=O)c1cccs1)NCCN1CCC(Cc2ccccc2)CC1
→ .	.	0.0	2.4
COC(=O)c1ccc(C23CC4(C2)[C@H](CN(Cc2cccnc2)[C@@H]4c2ccccc2)C3c2ccc(C(F)(F)F)cc2)cc1 (some centres undefined)
→ .	.	1.4	0.6
CCCCCCCCCCC(=O)Nc1cccnc1
→ .	.	-0.5	1.7
Cc1ccc2nc(NCC(N)=O)nc(-c3ccccc3)c2c1
→ .	.	-3.7	1.1
O=C(CCCc1ccccc1)NCc1ccccc1
→ .	.	0.0	1.2
CCOC(=O)N1CCN(Cc2cc(Cl)c3cccnc3c2O)CC1
→ .	.	-3.3	-7.0
O=C(CCc1ccccc1)Oc1ccccc1[N+](=O)[O-]
→ .	.	-0.4	0.4
C[N+]1(CC(=O)NNc2c3ccccc3nc3ccccc23)CCOCC1
→ .	.	0.6	2.0
O=C(N/N=C/c1cccs1)c1cccc(NC(=O)c2ccc(Cl)cc2)c1
→ .	.	-0.3	1.0
CC(OC(=O)c1ccc2ncsc2c1)C(=O)N1CCCC1 (centres undefined)
→ .	.	2.2	1.7

Reprinted from the listing for reference:
Order of values – FBA Mtb inh	FadD28 FP inh	Mtb UGM inh	TcdB inh
O=C(CCc1ccccc1)Oc1ccccc1[N+](=O)[O-]
→ .	.	-0.4	0.4
C[N+]1(CC(=O)NNc2c3ccccc3nc3ccccc23)CCOCC1
→ .	.	0.6	2.0
O=C(N/N=C/c1cccs1)c1cccc(NC(=O)c2ccc(Cl)cc2)c1
→ .	.	-0.3	1.0
CC(OC(=O)c1ccc2ncsc2c1)C(=O)N1CCCC1 (centres undefined)
→ .	.	2.2	1.7

More compounds
Order of values – FBA Mtb inh	FadD28 FP inh	Mtb UGM inh	TcdB inh
N#C/C(=C\c1ccc(-c2cccc([N+](=O)[O-])c2)o1)c1nnc(N2CCOCC2)n1-c1ccccc1
→ .	.	2.8	0.7
CC1=C(C(=O)OCc2ccccc2)C(c2ccccc2OS(=O)(=O)c2ccc(C)cc2)NC(=O)N1CCCC(=O)O (centres undefined)
→ .	.	-2.0	3.7
CCOc1cc(NC(=S)NCCOC)c(OCC)cc1NC(=O)c1cccs1
→ .	.	-0.3	0.2
O=C1c2ccccc2C(=O)C1C1=Nc2ccccc2NC(c2ccccc2)C1 (centres undefined)
→ .	.	-2.4	1.5
Cc1cc(C)nc(N/N=C/C2=C(O)CC(c3ccccc3)CC2=O)n1 (centres undefined)
→ .	.	2.3	1.3
O=C(Nc1ccc(Cl)cc1)Nc1ccc(Cl)c(Cl)c1
→ .	.	0.2	-1.4
O=C1NC(Cc2ccc(O)cc2)c2nc3ccccc3c(=O)n2-c2cc(Cl)ccc21 (centres undefined)
→ .	.	-2.1	0.8
CC(C)CC1NC(=O)c2ccccc2-n2c1nc1ccc(Cl)cc1c2=O (centres undefined)
→ .	.	-2.7	0.6
COCC(=O)Nc1cc(C(=O)Nc2ccccc2)ccc1Cl
→ .	.	-1.6	1.0
COc1ccc(N2C(=O)NC(=O)/C(=C/c3ccc(N4CCOCC4)cc3)C2=O)cc1
→ .	.	-0.6	-0.3
Cc1ccc(S(=O)(=O)Nc2ccccc2C(=O)NCC2CCCO2)cc1 (centres undefined)
→ .	.	2.9	0.7
CN(C)CCN(C(=O)c1ccc(N2C(=O)CCC2=O)cc1)c1nc2cc3c(cc2s1)OCCO3
→ .	.	1.7	1.3
Cc1ccc(S(=O)(=O)N2CCN(C(=O)Cn3nc(C(=O)O)c4ccccc4c3=O)CC2)cc1
→ .	.	-0.6	-0.3
Nc1cc(Cl)ccc1CN1C(=O)c2ccccc2C1=O
→ 16.1	-0.4	.	.
O=C(CSCC(=O)c1ccc([N+](=O)[O-])cc1)c1ccc([N+](=O)[O-])cc1
→ 0.4	0.7	.	.
CSC1=NC=C(C#N)C2=NC(c3ccc(Cl)cc3)NN12 (centres undefined)
→ 0.0	-0.8	.	.
CC1(C)CC(N2CCOCC2)=CC(=S)N1
→ -3.5	-1.7	.	.

Screening data deposited in PubChem by several laboratories.

These rows are one share of the data. The share of hits here may be higher or lower than overall.
